ATG4B inh – ATG4B protease inhibitors, primary screen, biochemical, fluorescence, uHTS | Cysteine protease ATG4B (Homo sapiens), Q9Y4P1 | ATG4B cleavage of LC3-PLA2, NBD-HPC fluorescence, 1 h | 340,000 tested, 0.51% active | inhibition, % at 8.33 µM; in the data active = inhibition above about 40%
UBC13 inh – UBC13 polyubiquitin chain formation inhibitors, primary screen, biochemical, TR-FRET, uHTS; Ubiquitin-conjugating enzyme E2 N (Homo sapiens), P61088; inhibition, % at 20 µM; 330,000 tested, 0.47% active; AID 485273, 2010; in the data active = inhibition above about 45%, passing the limit was not always enough; inconclusive = no clear call, values can overlap the other calls
Target sequence (P61088 whole entry, looked up): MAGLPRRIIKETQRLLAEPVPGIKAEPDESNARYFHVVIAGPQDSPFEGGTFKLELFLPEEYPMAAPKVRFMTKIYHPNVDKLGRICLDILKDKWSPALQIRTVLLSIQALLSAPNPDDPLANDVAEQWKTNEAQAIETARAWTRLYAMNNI
Gli-Sufu antag – Gli-Sufu pathway antagonists, primary screen, luciferase luminescence, Sufu-KO-LIGHT cells, uHTS; 340,000 tested, 0.74% active; AID 588413, 2011; inhibition, % at 5 µM; Sufu-KO-LIGHT fibroblasts, Gli luciferase reporter luminescence;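 active = inhibition above about 55%, limit read from the data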;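 note: 0% = DMSO-treated cells and 100% = wells with medium but no cells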
EBI2 antag – EBI2 receptor antagonists, beta-arrestin recruitment, primary screen, cell-based, luminescence, 7a,25-OHC stimulation, uHTS | inhibition, % at 5 µM | 360,000 tested, 0.81% active | AID 651636, 2012 | G-protein coupled receptor 183 (Homo sapiens), P32249 | 7a,25-OHC stimulated; in the data active = inhibition above about 38%;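 note: enzyme fragment complementation signal reports receptor beta-arrestin coupling in cells; 0% = agonist plus DMSO wells and 100% = wells without agonist; some results beyond the cut were filed as inactive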
CXCR6 inh – CXCR6 receptor inhibitors, primary screen, cell-based, beta-arrestin, luminescence, CHO-K1 PathHunter, 1536-well; C-X-C chemokine receptor type 6 (Homo sapiens), O00574; inhibition, % at 20 µM; 360,000 tested, 0.36% active; in the data active = inhibition above about 34%, passing the limit was not always enough;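 note: antagonist mode with CXCL16 agonist at 10 nM final; 0% = 10 nM CXCL16 with DMSO and 100% = unstimulated wells without agonist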
APJ ag – agonists of human apelin receptor APJ, primary screen, CHO-K1 cells, PathHunter beta-arrestin, luminescence; AID 2520, 2010; activation, % at 20 µM; 0% DMSO wells, 100% apelin; 330,000 tested, 0.11% active; P35414;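 active = activation more than six SD over the plate average, tested at 20 µM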;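 note: 0% = DMSO alone and 100% = apelin-13 at 10 nM; some results filed as inactive read as strong as hits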
Target sequence (P35414 whole entry, looked up): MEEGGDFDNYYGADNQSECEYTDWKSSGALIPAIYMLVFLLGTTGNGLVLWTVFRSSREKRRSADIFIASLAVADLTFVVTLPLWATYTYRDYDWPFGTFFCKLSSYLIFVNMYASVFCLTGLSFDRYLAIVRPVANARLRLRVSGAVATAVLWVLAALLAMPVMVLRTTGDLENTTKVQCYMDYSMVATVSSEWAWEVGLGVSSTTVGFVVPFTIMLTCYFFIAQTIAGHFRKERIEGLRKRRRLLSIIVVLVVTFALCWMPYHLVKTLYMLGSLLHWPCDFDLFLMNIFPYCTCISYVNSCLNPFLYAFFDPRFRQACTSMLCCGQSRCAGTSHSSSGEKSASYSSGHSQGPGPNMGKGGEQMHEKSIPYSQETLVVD
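Assay system: engineered CHO-K1 APJ arrestin reporter cells; Amount: 1000 CHO-K1 reporter cells seeded per well; Dosing: one dose, 20 µM compound, 1% DMSO; Times: compound stimulation 90 min at 25 °C, detection 60 min; Measured by: luminescent beta-gal fragment complementation, chemiluminescent substrate; Read-out: APJ–arrestin association signal; Controls: DMSO vs Apelin-13 10 nM.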
APJ antagonist – antagonists of human apelin receptor APJ, primary screen, CHO-K1 cells, beta-arrestin complementation, luminescence; inhibition, % at 20 µM; 330,000 tested, 0.32% active; AID 2521, 2010;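 active = inhibition above about 40% at 20 µM, limit read from the data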;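 note: cells challenged with 10 nM apelin-13 agonist together with compound; plate controls were apelin-13 plus DMSO wells for no effect and DMSO wells lacking apelin-13 for full effect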
CCR6 antag – CCR6 receptor antagonists, primary screen, cell-based, CHO-K1, luminescence, beta-arrestin, uHTS; CHO-K1 CCR6 PathHunter beta-arrestin, CCL20-stimulated; C-C chemokine receptor type 6 (Homo sapiens), P51684; 340,000 tested, 0.49% active; inhibition, % at 20 µM;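 active = compounds whose inhibition of the agonist-driven luminescence signal at 20 µM reaches about 50%, limit read from the data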;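 note: cells stimulated with CCL20 at 14 nM final; plate controls were DMSO with CCL20 for no effect and DMSO without agonist for full effect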
Target sequence (P51684 whole entry, looked up): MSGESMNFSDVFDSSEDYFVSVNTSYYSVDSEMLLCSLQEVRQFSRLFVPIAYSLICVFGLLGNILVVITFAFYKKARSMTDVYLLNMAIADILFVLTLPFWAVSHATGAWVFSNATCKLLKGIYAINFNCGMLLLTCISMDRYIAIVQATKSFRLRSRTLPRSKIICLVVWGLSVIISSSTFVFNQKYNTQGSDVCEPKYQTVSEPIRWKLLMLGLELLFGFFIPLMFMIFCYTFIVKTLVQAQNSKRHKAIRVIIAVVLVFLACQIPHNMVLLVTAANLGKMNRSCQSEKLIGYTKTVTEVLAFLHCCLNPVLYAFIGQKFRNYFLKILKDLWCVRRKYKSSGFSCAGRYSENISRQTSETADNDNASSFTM
* = called active by the depositor; u = inconclusive; x = no result given.

entry	SMILES	ATG4B inh	UBC13 inh	Gli-Sufu antag	EBI2 antag
1	O=C1[C@H]2C(c3ccccc3)=NN(c3ccccc3)[C@H]2C(=O)N1c1ccccc1	-3	38	-5	1
2	CCN1CCN(c2nc3c(c(=O)n(C)c(=O)n3C)n2CCSc2ncccn2)CC1	-3	8	6	-5
3	Cc1[nH]c2ccccc2c1C(=O)C(C)OC(=O)c1ccc(Cl)nc1 (centres undefined)	-8	-2	12	2
4	COc1cc(C2c3cc4c(cc3OC(Nc3ccc(C(=O)O)cc3)C2C)OCO4)cc(OC)c1OC (centres undefined)	-2	x	38	0
5	CCn1cc([N+](=O)[O-])c(C(=O)Nc2c(C)nn(Cc3cccc(F)c3)c2C)n1	-10	-5	-8	-10
6	CCC(=O)c1ccc(OCC(=O)Nc2cccc(S(=O)(=O)N(C)c3ccccc3)c2)cc1	-11	10	39	-2
7	COc1ccc(C(=O)NN)cc1COc1ccc(Br)cc1	12	-7	7	11
8	CCOC(=O)C1=CN(Cc2ccco2)S(=O)(=O)N(C)C1c1ccccc1 (centres undefined)	6	x	2	1
9	Clc1ccc(COn2nnc3ccccc32)c(Cl)c1	4	7	-89	-24
10	C=CCn1c(=O)n(C)c2c(=O)n(C)c(=O)n(C)c21	4	x	1	-13
11	O=C(NCC1CCCO1)C(c1ccc(F)cc1)N(Cc1ccc(F)cc1)C(=O)Cn1nnc(-c2cccs2)n1 (centres undefined)	-12	0	-1	9
12	Cc1cc(C)n(-c2ccc(C(=O)NC3CCCCC3)cc2)n1	2	10	-6	-4
13	Cn1cccc1Cc1nnc(SCC(=O)NC2CCCCC2)n1CCc1ccccc1	24	-2	-7	-3
14	Cc1ccsc1C(=O)OCC(=O)NC1CCCCC1C (centres undefined)	-2	8	-1	2
15	c1cncc(-c2nc(-c3ccc4c(c3)OCO4)cs2)c1	-7	4	-77	21

entry	CXCR6 inh	APJ ag	APJ antagonist	CCR6 antag
1	-12	-3	6	10
2	-7	-2	8	-6
3	0	8	9	3
4	-4	x	x	4
5	6	-4	3	-19
6	-12	1	-16	15
7	-3	0	-31	0
8	4	x	x	32
9	0	-4	-1	8
10	-6	x	x	6
11	-6	4	12	-8
12	-6	-4	11	4
13	-1	-3	2	2
14	-3	-4	7	9
15	2	-1	-3	4

Part of the list above in a different format:
(12) Cc1cc(C)n(-c2ccc(C(=O)NC3CCCCC3)cc2)n1
  ATG4B inh: 2; UBC13 inh: 10; Gli-Sufu antag: -6; EBI2 antag: -4; CXCR6 inh: -6; APJ ag: -4; APJ antagonist: 11; CCR6 antag: 4

(7) COc1ccc(C(=O)NN)cc1COc1ccc(Br)cc1
  ATG4B inh: 12; UBC13 inh: -7; Gli-Sufu antag: 7; EBI2 antag: 11; CXCR6 inh: -3; APJ ag: 0; APJ antagonist: -31; CCR6 antag: 0

Next section.
entry	SMILES	ATG4B inh	UBC13 inh	Gli-Sufu antag	EBI2 antag
16	COc1ccc(C(=O)N/C(=C/c2cccnc2)C(=O)N2CCCCCC2)cc1OC	2	-12	-9	-6
17	c1ccc(CNCC2COc3ccccc3O2)cc1 (centres undefined)	12	4	-13	4
18	Fc1ccc(C2CCCN2Cc2nc(-c3cnccn3)no2)cc1 (centres undefined)	0	-5	-1	7
19	CC[n+]1c(/C=C/c2ccc(N(C)C)cc2)ccc2ccccc21	11	x	88*	8
20	CCC(C)Sc1nc(O)c(Cc2ccccc2)c(=O)[nH]1 (centres undefined)	-11	-8	3	-7
21	O=C(Cc1ccccc1[N+](=O)[O-])NNC(=O)Nc1ccc2c(c1)OCO2	4	-1	-1	-4
22	COc1ccccc1NC(=O)CSc1nncs1	-13	-6	-8	-3
23	c1ccc(CNc2ncnc3sc4c(c23)CCCC4)nc1	-6	6	5	17
24	Cc1ccsc1C1C(C(=O)O)c2ccccc2C(=O)N1C (centres undefined)	-3	-2	6	1
25	NS(=O)(=O)c1ccc(N2N=C(c3ccc(Br)cc3)CC2c2ccc(F)cc2)cc1 (centres undefined)	9	19	-20	3
26	CCS(=O)(=O)c1ccc2c(c1)N(S(C)(=O)=O)CC(C(=O)NN)O2 (centres undefined)	-2	-10	-4	-1
27	Nc1ccccc1SCC(=O)Nc1ccc2c(c1)OCO2	1	-1	-18	-8
28	COc1cc(/C=N/NC(=O)c2nonc2N)cc(OC)c1OC	-11	0	-1	-4
29	O=C(Nc1ccccc1)N(CCN1CCOCC1)Cc1ccccc1F	-10	8	2	-14
30	CN(C)S(=O)(=O)c1cccc(NC(=O)CN2C(=O)C3C4C=CC(C4)C3C2=O)c1 (centres undefined)	-3	-26	8	-14

entry	CXCR6 inh	APJ ag	APJ antagonist	CCR6 antag
16	5	3	-8	13
17	2	-1	-1	10
18	-14	0	2	11
19	39	x	x	55*
20	-3	8	12	-10
21	-2	0	10	-4
22	2	5	-3	-2
23	-2	-4	-7	16
24	-5	-1	-10	5
25	-1	-2	-7	-27
26	4	1	2	19
27	4	1	3	-2
28	-10	-1	-14	-6
29	0	-3	1	19
30	-3	4	-19	1

Ordered by SMILES length (low to high): three of the compounds above.
entry	SMILES	ATG4B inh	UBC13 inh	Gli-Sufu antag	EBI2 antag
27	Nc1ccccc1SCC(=O)Nc1ccc2c(c1)OCO2	1	-1	-18	-8
24	Cc1ccsc1C1C(C(=O)O)c2ccccc2C(=O)N1C (centres undefined)	-3	-2	6	1
20	CCC(C)Sc1nc(O)c(Cc2ccccc2)c(=O)[nH]1 (centres undefined)	-11	-8	3	-7

entry	CXCR6 inh	APJ ag	APJ antagonist	CCR6 antag
27	4	1	3	-2
24	-5	-1	-10	5
20	-3	8	12	-10

Filtered by structure: the compounds so far containing a thiophene ring, fused or not (four)
entry	SMILES	ATG4B inh	UBC13 inh	Gli-Sufu antag	EBI2 antag
11	O=C(NCC1CCCO1)C(c1ccc(F)cc1)N(Cc1ccc(F)cc1)C(=O)Cn1nnc(-c2cccs2)n1 (centres undefined)	-12	0	-1	9
14	Cc1ccsc1C(=O)OCC(=O)NC1CCCCC1C (centres undefined)	-2	8	-1	2
23	c1ccc(CNc2ncnc3sc4c(c23)CCCC4)nc1	-6	6	5	17
24	Cc1ccsc1C1C(C(=O)O)c2ccccc2C(=O)N1C (centres undefined)	-3	-2	6	1

entry	CXCR6 inh	APJ ag	APJ antagonist	CCR6 antag
11	-6	4	12	-8
14	-3	-4	7	9
23	-2	-4	-7	16
24	-5	-1	-10	5

Additional entries.
entry	SMILES	ATG4B inh	UBC13 inh	Gli-Sufu antag	EBI2 antag
31	CC(C)NCC(O)COc1ccc(COCCOC(C)C)cc1 (centres undefined)	-4	-10	0	1
32	CCN1CCN(c2cc(C)c3cc(NC(=O)Cc4ccccc4OC)ccc3n2)CC1	-17	0	-1	-4
33	CNCC[C@@H](Oc1ccccc1C)c1ccccc1	-6	14	1	-5
34	CC(=O)c1ccccc1OCCn1nnc(-c2ccc(C)cc2)n1	12	6	1	7
35	COc1cccc(-c2nnc(SCC(=O)N3CCCc4ccccc43)o2)c1	3	-2	3	2
36	CC1(C)Cc2nc(NCCN3CCOCC3)c(C#N)cc2CO1	2	-2	-1	-9
37	COc1ccc(CCNC(=O)c2c(C)nc3ccccn23)cc1OC	2	7	-2	-8
38	COc1ccc2c(C(=O)NCc3ccc4c(c3)OCO4)c(-c3ccc(S(C)(=O)=O)cc3)sc2c1	-5	u	0	-15
39	Cc1ccc(S(=O)(=O)N2CCN(C(=O)COC(=O)c3ccc(C(C)(C)C)cc3)CC2)c(C)c1	-11	-4	8	13
40	CC1Cc2ccccc2N1C(=O)Cn1cnc2c1c(=O)n(C)c(=O)n2C (centres undefined)	-6	-2	0	1
41	O=C(N/N=C/c1ccccn1)C(=O)N1CCCCCC1	-3	-2	0	1
42	CN(CCc1ccccn1)C(=O)c1cc(COc2ccc(F)cc2F)on1	27	-9	-24	0
43	CCOc1ccc(Cc2nnc(SCC(=O)Nc3ccc(C(C)=O)cc3)[nH]c2=O)cc1	-17	-6	-7	8
44	COc1ccc(NC(=S)c2ccc3ccccc3n2)cc1	-2	-2	-25	19
45	Cn1c(N)c(C(=O)COC(=O)Cc2cccc(C(F)(F)F)c2)c(=O)n(C)c1=O	-4	-11	-18	5

entry	CXCR6 inh	APJ ag	APJ antagonist	CCR6 antag
31	2	-3	18	6
32	-3	-9	48*	-1
33	-2	2	-28	11
34	-4	6	-1	7
35	-6	-2	-21	18
36	1	6	-11	9
37	1	-1	1	7
38	2	-3	2	16
39	2	2	-11	18
40	-3	7	9	-4
41	4	-6	13	-5
42	-7	13	-1	12
43	1	5	3	11
44	12	-8	27	22
45	6	-3	9	11

Carrying on:
entry	SMILES	ATG4B inh	UBC13 inh	Gli-Sufu antag	EBI2 antag
46	O=C(O)C1CCCCC1C(=O)NCc1ccc(F)cc1 (centres undefined)	-4	3	7	-1
47	COc1ccc(-c2nnc(NC(=O)CSc3ccc(C)cc3)s2)cc1OC	-4	0	-12	-4
48	Cc1ccc(CNC(=O)c2ccc(OCC(C)C)cc2)n1C	-6	x	14	5
49	CS(=O)(=O)Nc1ccc(C2=NN(S(C)(=O)=O)C(c3cccs3)C2)cc1 (centres undefined)	-6	10	-22	-4
50	CCCCN(C)CCn1c(=S)[nH]c2cc(OCC)c(OCC)cc2c1=O	-18	3	19	3
51	Cc1ccc(Cn2c(=N)c(C(=O)NCC3CCCO3)cc3c(=O)n4cccc(C)c4nc32)cc1 (centres undefined)	5	9	25	3
52	Cc1c(NS(=O)(=O)c2ccccc2)cc(Cl)c(O)c1C	3	-2	-20	-4
53	CC(=O)Nc1ccccc1OCC(O)CS(=O)(=O)c1ccc(C(F)(F)F)cn1 (centres undefined)	0	5	-2	-2
54	COc1ccc2[nH]c3c(c2c1)CCNC3c1ccc([N+](=O)[O-])o1 (centres undefined)	-6	-20	-8	7
55	Cn1c(=O)c2ccccc2n(Cc2cccc(F)c2)c1=O	7	-2	54	-9

entry	CXCR6 inh	APJ ag	APJ antagonist	CCR6 antag
46	0	-2	8	1
47	-8	-2	1	6
48	0	x	x	12
49	6	1	6	5
50	-4	54*	-25	11
51	14	-3	20	2
52	2	3	-49	-17
53	1	0	7	2
54	4	2	-7	13
55	3	9	-2	7
